NADH coupling – inhibitors of enzymes used to reach an NAD/NADH endpoint. coupled PK/LDH NADH assays, four targets. IC50, µM (titrated, usually from 10 µM), inactives show top-dose inhibition. 0.02% of 65,000 active;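 active = single-dose screening hits from any of four coupled enzyme assays that gave an IC50 when retested across doses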;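 note: the DPM-DC format reads NADH fluorescence rather than 340 nm absorbance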
Fluor 339 460 – intrinsic fluorescence of library compounds, ex339/em460 – biochemical, MLSMR library, data from DPM-DC assay, artefact control, profiling panel. compound autofluorescence, ex339/em460 nm, NADH buffer; active compounds read high; 1 = no-compound wells, NADH background. fluorescence fold increase at 10 µM. 5.5% of 65,000 active;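 active = at 10 µM, mean starting fluorescence two-fold or more over control wells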;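 note: signal is the first read of a kinetic run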
Abs 340nm – compound absorbs light at 340 nm; compound absorbance at 340 nm, fold over control; fold change at 10 µM; 65,000 tested, under 10 active; AID 708;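 active = at 10 µM dose, initial 340 nm absorbance at least 2 fold that of control wells; inactive = change under 2 fold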;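 note: initial absorbance extrapolated from kinetic A340 decline of NADH oxidation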
PKA inh – inhibitors of human protein kinase A; P17612; PKA Kemptide phosphorylation, Kinase-Glo ATP luminescence; inhibition, % at 6 µM; 0.1% of 65,000 active; AID 524;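 active = inhibition above the screen-wide mean inhibition plus 3 SD, cut at about 21% in these data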; note: many of its hits are not listed in these tables
ROCK2 blocker – ROCK2 (human) kinase inhibition | inhibition, % at 6 µM | 0.35% of 60,000 active | purified ROCK2, Kinase-Glo ATP depletion luminescence | O75116;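 active = inhibition above the screen-wide mean inhibition plus 3 SD, cut at about 18% in these data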;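 note: plate controls were DMSO wells for no effect and Y-27632 control wells after no-enzyme background subtraction for full effect; many of its hits are not listed in these tables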
Target sequence (O75116 whole entry, looked up): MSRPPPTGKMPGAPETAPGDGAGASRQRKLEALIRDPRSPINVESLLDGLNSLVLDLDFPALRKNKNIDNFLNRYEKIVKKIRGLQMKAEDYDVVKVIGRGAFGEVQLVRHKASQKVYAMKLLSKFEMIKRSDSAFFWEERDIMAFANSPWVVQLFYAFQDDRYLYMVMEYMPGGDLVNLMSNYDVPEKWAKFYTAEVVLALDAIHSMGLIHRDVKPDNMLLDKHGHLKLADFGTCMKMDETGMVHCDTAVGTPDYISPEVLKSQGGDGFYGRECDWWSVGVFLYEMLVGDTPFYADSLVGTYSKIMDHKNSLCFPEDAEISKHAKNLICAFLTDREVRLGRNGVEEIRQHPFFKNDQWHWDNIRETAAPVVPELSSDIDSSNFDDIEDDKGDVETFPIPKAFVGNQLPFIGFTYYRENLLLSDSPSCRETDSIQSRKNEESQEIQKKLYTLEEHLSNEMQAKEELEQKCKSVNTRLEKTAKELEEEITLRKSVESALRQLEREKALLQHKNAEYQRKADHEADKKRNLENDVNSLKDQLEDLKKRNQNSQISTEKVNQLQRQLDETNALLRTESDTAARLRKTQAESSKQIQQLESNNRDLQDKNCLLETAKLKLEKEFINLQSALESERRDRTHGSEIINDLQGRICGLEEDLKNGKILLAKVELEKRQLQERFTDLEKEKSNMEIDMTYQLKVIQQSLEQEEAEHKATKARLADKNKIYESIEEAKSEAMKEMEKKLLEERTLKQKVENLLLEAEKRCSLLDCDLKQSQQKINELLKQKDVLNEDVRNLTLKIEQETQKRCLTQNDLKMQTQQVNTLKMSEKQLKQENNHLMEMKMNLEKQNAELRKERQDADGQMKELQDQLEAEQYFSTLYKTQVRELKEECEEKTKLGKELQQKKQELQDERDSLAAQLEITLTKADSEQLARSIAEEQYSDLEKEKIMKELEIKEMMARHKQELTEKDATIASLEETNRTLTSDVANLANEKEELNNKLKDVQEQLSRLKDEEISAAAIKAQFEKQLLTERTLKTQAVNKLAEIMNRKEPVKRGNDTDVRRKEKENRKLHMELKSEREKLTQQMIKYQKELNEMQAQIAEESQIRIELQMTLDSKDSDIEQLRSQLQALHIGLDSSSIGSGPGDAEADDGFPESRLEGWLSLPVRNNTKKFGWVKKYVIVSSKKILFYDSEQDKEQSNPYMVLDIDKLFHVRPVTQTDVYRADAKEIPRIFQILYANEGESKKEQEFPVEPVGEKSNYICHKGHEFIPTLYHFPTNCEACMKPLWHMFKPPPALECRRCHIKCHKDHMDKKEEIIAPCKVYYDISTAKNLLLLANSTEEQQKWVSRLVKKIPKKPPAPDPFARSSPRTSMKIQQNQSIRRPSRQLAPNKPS
HEK293 NFkB inh – lowers PMA/ionomycin-induced NF-kB signal in HEK293 cells | HEK-293 NF-kB luciferase reporter, luminescence | inhibition, % at 3 µM | 0.21% of 62,000 active;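 active = inhibition above the mean of all tested compounds plus 3 SD, cut at about 40% in these data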;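 note: 0% = stimulated DMSO wells and 100% = 10 µM reference inhibitor 5653914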
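Reagent: PMA plus ionomycin mix as NF-kB-activating stimulus. Assay system: NF-kB luciferase reporter HEK-293 cells. Technique: luminescence from luciferase substrate reagent. Incubation: 1 h compound pre-incubation, 16 h PMA/ionomycin at 37 °C. Benchmarks: DMSO only as uninhibited control, 10 µM reference inhibitor as full inhibition. Repeats: tested once.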
JNK3 blocker – inhibitors of human JNK3 kinase; 0.61% of 60,000 active; P53779; inhibition, % at 8 µM; purified JNK3 kinase activity, HTS; in the data active = inhibition above about 17%;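 note: 0% = DMSO and 100% = reference inhibitor; many of its hits are not listed in these tables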
tolC growth inh – E. coli tolC mutant growth inhibition | E. coli BW25113 tolC mutant growth, OD615 | growth inhibition, % at 10 µM (by protocol) | 2.2% of 65,000 active | AID 573;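 active = growth inhibition at or above a cutoff equal to the mean over every tested compound plus 3 SD, cut at about 60% in these data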;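 note: growth measured after 20 h incubation at 37 °C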
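Doses: one dose of 10 µM final / Material: E. coli BW25113 ΔtolC::kan, tolC deletion mutant strain / Buffer or medium: LB with kanamycin 50 µg/mL / Evaluation: percent growth inhibition / Detection: optical density read at 615 nm / Incubation: 37 °C, 20 h exposure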
MMP-13 inhibitor – inhibitors of human MMP13 | P45452 | inhibition, % at 4 µM | 0.07% of 65,000 active | MMP-13 fTHP FRET cleavage, Mca fluorescence;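 active = inhibition above the mean of compound-free control plate wells plus 3 SD, cut at about 14% in these data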;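 note: 0% = DMSO wells and 100% = wells with reference MMP-13 inhibitor after basal subtraction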
The depositor's hits bear a star; . = no result given; [ ] = another dose, or the depositor's remark.

Sample of the layout:
SMILES	NADH coupling	Fluor 339 460	Abs 340nm	PKA inh	ROCK2 blocker	HEK293 NFkB inh	JNK3 blocker	tolC growth inh	MMP-13 inhibitor
CCn1c(SCC(=O)NCc2ccco2)nc2c(c1=O)SC(C)C2 (stereo unspecified)	3%	1	1	10	4	7	8	-9	2
CC(=O)Nc1cnc(NC(=O)c2cccc(F)c2)cc1C	0%	1.1	1	-1	.	-19	.	-5	6
O=C(NCCCCCNC(=O)c1cccnc1)c1cccnc1	3%	1.1	1	13	.	10	.	-2	7
Nc1ccc[n+](Cc2ccccn2)c1	8%	2.1*	1.1	-9	-4	5	-5	-17	-15
COc1cc(-c2nnc3sc(-c4ccco4)nn23)cc(OC)c1OC	4%	1.1	1	-9	-5	4	0	-1	2

This part in full, repeating the preview:
SMILES	NADH coupling	Fluor 339 460	Abs 340nm	PKA inh	ROCK2 blocker	HEK293 NFkB inh	JNK3 blocker	tolC growth inh	MMP-13 inhibitor
CCn1c(SCC(=O)NCc2ccco2)nc2c(c1=O)SC(C)C2 (stereo unspecified)	3%	1	1	10	4	7	8	-9	2
CC(=O)Nc1cnc(NC(=O)c2cccc(F)c2)cc1C	0%	1.1	1	-1	.	-19	.	-5	6
O=C(NCCCCCNC(=O)c1cccnc1)c1cccnc1	3%	1.1	1	13	.	10	.	-2	7
Nc1ccc[n+](Cc2ccccn2)c1	8%	2.1*	1.1	-9	-4	5	-5	-17	-15
COc1cc(-c2nnc3sc(-c4ccco4)nn23)cc(OC)c1OC	4%	1.1	1	-9	-5	4	0	-1	2
CCOC(=O)CSc1nnc(CNC(=O)c2ccco2)n1-c1ccc(F)cc1	5%	1	0.98	13	3	-3	1	-14	-2
O=C(Nc1cc(C(F)(F)F)ccc1N1CCOCC1)c1c(F)c(F)c(F)c(F)c1F	6%	1.1	1	6	9	7	-1	-10	1
CCOCCn1cnc2sc(C(=O)NCC(=O)OCC)c(C)c2c1=O	4%	1	0.97	0	3	11	-7	-18	2
Cc1ccc(S(=O)(=O)NC(CC(=O)N2CCOCC2)c2ccco2)cc1 (stereo unspecified)	3%	1.1	1.1	7	4	13	-5	-1	-10
CCOc1cc(C2C(C#N)=C(N)Oc3n[nH]c(-c4ccccc4)c32)ccc1O (stereo unspecified)	0%	1.2	1	3	2	2	1	10	0
c1ccc(N2CCN(Cc3ccsc3)CC2)nc1	23%	0.65	1.1	7	1	13	-10	-12	1
COc1ccc(OCCSc2nnc(-c3ccccc3)n2N)cc1	5%	1.1	1	8	.	13	.	6	-2
O=C(COc1ccccc1Cl)Nc1ccc(Cl)cn1	3%	1.2	1	4	5	-24	8	7	-1
O=C(CCCC(=O)n1cnc2ccccc21)n1cnc2ccccc21	5%	1.1	1	6	6	-3	1	-22	3
Cc1ccc(C)c(Cn2c(=O)n(CCC(=O)NCc3ccco3)c(=O)c3sccc32)c1	3%	1	0.97	0	1	13	0	-4	-2
O=C(Cn1ccc2ccccc2c1=O)NCCC(=O)NC1CCN(Cc2ccccc2)CC1	3%	1.1	1	6	4	4	6	-13	-5
CN(CC(=O)NCC1CCCO1)S(=O)(=O)c1cc(Cl)ccc1Cl (stereo unspecified)	5%	1.1	1.1	1	.	17	.	-13	-1
Cc1ccc(C)c(Cn2c(CN(C)Cc3ccccc3)nc3c2c(=O)n(C)c(=O)n3C)c1	3%	1.1	1	-4	0	14	-2	81*	5
O=C(O)C1CCN(S(=O)(=O)N2CCOCC2)CC1	3%	1.1	1	7	.	4	.	-15	0
COc1ccc(OC)c(-c2nc(C(N)=O)c3[nH]c(=O)n(-c4ccc(F)cc4)c3n2)c1	2%	1.1	1.1	0	4	1	13	24	4
N#Cc1c(-c2cccs2)cc(-c2ccccn2)nc1N	10%[fluoresces]	3.8*	1	-3	-2	7	7	3	-193[fluorescence artefact?]
COCCCNC(=O)c1ccc(C(=O)NCCCOC)cc1	2%	1.1	1	7	4	3	1	-15	0
O=C(CSCc1cnn(-c2ccccc2)c1-n1cccc1)NCc1ccc2c(c1)OCO2	4%	1.1	1	-3	-3	2	2	51	3
Cc1cc(OCC(=O)O)c2cccc(C)c2n1	6%	1	1	2	0	12	3	-18	-11
Cc1ccc(-c2[nH]nc3c2C(c2cccnc2)C(C#N)=C(N)O3)cc1 (stereo unspecified)	7%	1.1	0.99	11	15	17	1	19	-1
COc1ccccc1Cn1c2nc3ccccc3nc2c2c(=O)n(CC(C)C)cnc21	4%	1.1	1	3	8	.	1	1	-1
CC(C)OC(=O)CSc1nnc(Cc2ccccc2)n1Cc1ccco1	4%	1.1	0.97	11	5	12	-1	8	-2
Cc1ccc2oc(=O)n(Cc3ccccc3OC(C)C)c2c1	5%	1.1	0.99	1	-1	18	0	99*	2
COc1ccccc1-n1c(SCC(=O)Nc2ccc3c(c2)OCO3)nc2c(c1=O)SCC2	1%	1	1.1	6	.	21	.	-2	4
c1cncc(-c2nnc(SCc3cccc4ccccc34)o2)c1	0%	1.1	1	9	9	4	-2	31	2
C=CCn1c(SCC(=O)Nc2ccc(C(=O)OCC)cc2)nnc1-c1sc(N)nc1C	10%	1.1	1	11	8	2	3	6	7
O=C(O)C1CC=CCC1C(=O)Nc1cc(Cl)ccc1Cl (stereo unspecified)	2%	1	1	6	5	5	3	5	1
Cc1ccc(S(=O)(=O)N(C)CC(=O)N2CCCc3ccccc32)cc1	5%	1.1	1	1	2	-5	0	12	0
O=C(CSc1nc2c(c(=O)n1-c1ccc(Cl)cc1)SCC2)Nc1ccc2c(c1)OCCO2	9%	1.1	1.1	7	-1	12	2	4	5
O=C(CCCC(=O)N(CC(=O)NC1CCCCC1)CC1CCCO1)Nc1ccccn1 (stereo unspecified)	3%	1.1	1	0	-1	12	7	-8	1
CCOc1ccc2[nH]cc(C(=O)O)c(=O)c2c1	4%	1	1	6	3	12	-4	-10	3
COCCn1nnnc1C(c1ccccc1OC)N1CCc2ccccc2C1 (stereo unspecified)	4%	1	0.98	13	5	12	-4	6	3
O=C(COn1nnc2ccccc21)NCC1CCCCC1	4%	1	1	3	4	9	1	0	-6
O=C(Nc1cc(Cl)ccc1Cl)c1noc2c1CCCC2	2%	1	0.99	-4	-1	16	-11	-15	-7
CCN1CCCC1CNC(=O)c1ccc(CS(=O)(=O)c2ccccc2C)o1 (stereo unspecified)	5%	1.2	1	11	7	12	1	-13	10
Cc1ccc(-c2cn3nc(C)c(C)nc3n2)cc1	4%[fluoresces]	2.9*	1	0	-8	19	0	-20	-112[fluorescence artefact?]
CC(C)C1Oc2ccccc2N(CC(=O)NCCCN2C(C)CCCC2C)C1=O (stereo unspecified)	18%	1.2	1.1	6	4	12	-2	-15	0
O=C(Cn1c(=O)oc2cc(S(=O)(=O)N3CCc4ccccc43)ccc21)NC1CCCC1	8%	1.1	1	-5	2	6	-1	28	1
O=C1c2ccccc2S(=O)(=O)N1Cc1nc2ccccc2s1	4%	1	0.99	2	-1	24	1	5	1
Cc1ccc2c(c1)N(CC(=O)N1CCCCC1c1cccnc1)C(=O)CO2 (stereo unspecified)	2%	1	1	13	8	9	7	-11	2
Cc1ccc(-c2nc(N)n(S(C)(=O)=O)n2)cc1	5%	1.1	1	5	3	-18	0	-9	2
Cc1ccccc1-n1nc2c(c1NC(=O)c1ccc(Br)o1)CSC2	7%	1.1	0.98	8	.	23	.	11	-1
Cc1ccc(SCc2nc(-c3ccccc3)no2)cc1	4%	1	1	-6	-4	0	3	21	3
CN1CCN(CC(O)COCc2ccc3c(c2)OCO3)CC1 (stereo unspecified)	8%	1.1	1	5	6	11	3	-9	-4
COc1ccc(NC(=O)CSc2nccn2-c2ccccc2)c(OC)c1	3%	1.1	1	-2	-4	1	-1	3	5
CCn1cc(C(=O)Nc2cccc(C(=O)OC)c2)c(=O)c2ccc(C)nc21	6%	1.1	1	3	3	18	0	-8	5
CCC(C)(C)n1nnnc1C(c1ccc(C)cc1)N1CCCC1 (stereo unspecified)	4%	1	0.94	4	5	13	5	-3	-1
O=C(Cc1ccccc1)Nc1nonc1NC(=O)c1ccccc1	2%	1.1	1	5	1	14	-3	8	-2
O=C(Nc1cccc(F)c1)c1ccc(S(=O)(=O)N2CCCC2)cc1	3%	1.1	1.1	5	2	3	5	8	4
Nc1nc(CSc2nnnn2-c2ccc(F)c(Cl)c2)nc(N2CCOCC2)n1	3%	1.1	1	7	5	5	0	-16	-1
O=C(c1cc(-c2ccncc2)nc2ccccc12)N1CCN(c2ccc(N3CCOCC3)nn2)CC1	4%	1.1	0.97	-2	.	11	.	-12	2
CSC1=C(C#N)C(CC(C)C)C2=C(CCCC2=O)N1 (stereo unspecified)	6%	1.3	1	6	1	-4	1	12	-2
CC1CN(CC(O)COc2ccc(C(C)C)cc2)CC(C)O1 (stereo unspecified)	1%	1.1	1	11	3	13	-4	18	4
O=C(Nc1ccc2nc(-c3ccco3)[nH]c2c1)c1ccco1	3%	1	1.2	1	.	6	.	-1	0
COc1cc(OC)cc(C(=O)N(CN2CCCC2=O)c2ccccc2OC)c1	5%	1	0.98	17	5	3	-1	-10	1

Other results follow:
SMILES	NADH coupling	Fluor 339 460	Abs 340nm	PKA inh	ROCK2 blocker	HEK293 NFkB inh	JNK3 blocker	tolC growth inh	MMP-13 inhibitor
CCOC(=O)C(O)(CCC(O)(C(=O)OCC)C(=O)OCC)C(=O)OCC	0%	1.1	1.1	-2	5	7	8	1	-2
CCOc1ccc(NC(=O)C2CC(=O)NC(N3CCc4ccccc43)=N2)cc1 (stereo unspecified)	7%	1.1	1	5	2	7	0	-9	-6
O=C(NCc1ccco1)c1cc2ccccc2o1	0%	1	1	8	4	8	4	8	-1
CCOC(=O)C(C(=O)N1CCOCC1)C1CCCCC1 (stereo unspecified)	9%	1.1	1	11	7	14	1	-8	2
Cc1c(/C=N/n2cnnc2)c2ccccc2n1CCOc1ccccc1	0%	1.1	1.1	-5	-2	18	-1	0	3
N#Cc1nc(-c2ccco2)oc1NCCCN1CCOCC1	8%[fluoresces]	3.6*	1.1	3	-1	-3	-2	-9	-52
COC(=O)c1ccc(COC(=O)c2ccc(N(C)C)cc2)cc1	6%	1.1	1.1	1	1	-15	9	1	-1
CCOc1ccccc1NC(=O)C1CCCN(C(=O)NCc2ccccc2)C1 (stereo unspecified)	4%	1	0.96	4	4	17	-3	-1	-6
CCOc1ccc(C2NC(=O)c3n[nH]c(C)c32)cc1 (stereo unspecified)	7%	1.1	1	10	8	6	5	-14	-2
CCCCNC(=O)NC1C(NC(=O)NCCCC)N(C)C(=O)N1C (stereo unspecified)	8%	1.1	1	-1	0	5	3	-13	0
O=C(CN1C(=O)C2C3C=CC(C3)C2C1=O)Nc1ccc2nccnc2c1 (stereo unspecified)	10%[fluoresces]	2.1*	1.1	-3	1	21	2	-14	-42
COc1ccccc1-n1cnc2cc(NC(C)=O)ccc21	5%	1.1	1	6	8	10	1	-10	4
Cc1ccccc1CS(=O)(=O)CCC(=O)NCCN1CCN(c2cccc(Cl)c2)CC1	6%	1.1	1	-2	2	16	1	-1	4
CCN(CC)CCCn1c(=S)[nH]c2ccccc2c1=O	3%	1.1	1	5	0	5	-3	-13	1
CCC(C(=O)Nc1cc(C)nn1-c1nc(C)cc(C)n1)c1ccccc1 (stereo unspecified)	5%	1.1	0.99	6	4	15	-9	56	3

High-throughput results deposited in PubChem BioAssay by several laboratories.

The list is partial (hit frequency here may not be typical).
